High-throughput results from PubChem BioAssay.
GAA spleen mod: qHTS Assay for Inhibitors and Activators of Human alpha-Glucosidase From Spleen Homogenate; Potency, µM (doses to about 79.9 µM), for the others: top-dose activity change, negative = inhibition, hits mostly inhibitors; hit rate 0.006% among 240,000; human spleen homogenate, 4-MU-alpha-glucoside fluorescence;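 note: 0% = enzyme with vehicle and -100% = no enzyme basal signal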
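Compounds were titrated against alpha-glucosidase in spleen homogenate at pH 5.0, with 1 mM 4-methylumbelliferyl substrate for 40 min at 37 C. Reactions were quenched with pH 10 NaOH/glycine and fluorescence measured.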
HTT ATP protect: qHTS Multiplex Assay to Identify Dual Action Probes in a Cell Model of Huntington: Cytoprotection (ATP); PC12 HTT-Q103 induced, cytoprotection, ATP luminescence, 40 h; Potency, µM (highest dose often 56.4 µM), for inactives: cytoprotection (ATP increase), usual class: activators; hit rate 0.14% among 230,000; AID 1471, 2008;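 note: % of control where 0% means no effect; nearly all actives have a fitted effect of over 45% in size; toxic huntingtin expression switched on by the ecdysone agonist tebufenozide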
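Huntington model: PC12 line, ecdysone-inducible HTTQ103 exon1–GFP, tebufenozide 100 nM. Test articles in a dose series. Endpoint luminescence from cellular ATP.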
GAA glycogen: qHTS Assay for Inhibitors and Activators of Human alpha-Glucosidase Cleavage of Glycogen; hit rate 0.38% among 300,000; Lysosomal alpha-glucosidase (Homo sapiens), P10253; recombinant GAA, glycogen substrate, Amplex Red glucose oxidase fluorescence; Potency, µM (top dose mostly 76.4 µM), inactives show at the highest dose activity change, negative = inhibition, most hits filed as inhibitors;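 note: 0% = full enzyme reaction and -100% = no-enzyme basal signal; the screen sought inhibitors and activators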
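Recombinant human alpha-glucosidase (4 nM final) hydrolysed bovine liver glycogen (30 ug) for 40 min at 37 C in pH 5.0 citrate/phosphate with 0.01% Tween-20. Released glucose detected by glucose oxidase/Amplex Red, Ex 573/Em 610 nm. Compounds up to 77 uM; AC50 from Hill fits.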
HttQ103 aggreg: qHTS Multiplex Assay to Identify Dual Action Probes in a Cell Model of Huntington: Aggregate Formation (GFP); Potency, µM (titrated, usually from 46.1 µM), inactives show at the highest dose activity change, negative = inhibition, actives largely listed as inhibitors; hit rate 1.1% among 220,000; PC12 HttQ103-GFP aggregates, Acumen cytometry, 40 h; note: % is set by controls: 0 for no effect and ±100 for the full control effect; nearly all actives have a fitted effect of over 60% in size
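Multiplexed with ATP-based cell death, this channel scores GFP aggregates in PC12 cells expressing inducible HTTex1-Q103-GFP. Induction used 100 nM tebufenozide; compounds were tested in concentration series.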
GoLoco inh red: qHTS Assay for Inhibitors of RGS12 GoLoco Motif Activity (Red Fluorophore); Gai1:RGS12 GoLoco peptide FP, rhodamine, 10 min; hit rate 0.44% among 230,000; Potency, µM (top dose mostly 61.6 µM), for inactives: at the highest dose activity, negative = inhibition, usual class: inhibitors; active = well fitted inhibition curve with a large enough effect, not every such curve was filed as active; inactive = no such curve, though single readings can be large or run the other way; note: % is set by controls: 0 for no effect and ±100 for the full control effect; nearly all actives have a fitted effect of over 30% in size; many of its hits are not listed in these tables
Target sequence (P63096 whole entry, looked up): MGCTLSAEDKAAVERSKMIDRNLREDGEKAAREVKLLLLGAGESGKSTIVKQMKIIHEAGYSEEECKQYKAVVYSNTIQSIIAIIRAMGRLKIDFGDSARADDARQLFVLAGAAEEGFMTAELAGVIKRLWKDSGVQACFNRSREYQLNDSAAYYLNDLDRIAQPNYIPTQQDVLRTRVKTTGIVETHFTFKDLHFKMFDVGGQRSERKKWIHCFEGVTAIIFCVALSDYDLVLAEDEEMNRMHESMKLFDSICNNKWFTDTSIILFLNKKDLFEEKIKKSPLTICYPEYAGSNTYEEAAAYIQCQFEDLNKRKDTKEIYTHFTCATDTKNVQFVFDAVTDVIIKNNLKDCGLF
IMPase Li cell: qHTS Assay for Identifying the Cell-Membrane Permeable IMPase Inhibitors: Potentiation with Lithium | CHO-M1 cells, IP1 TR-FRET (IP-One), carbachol + lithium | Potency, µM (series often up to 59.4 µM), inactives show at the highest dose activity, negative = IMPase inhibition, usual class: inhibitors | hit rate 0.35% among 210,000 | AID 1457, 2008;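 note: IP1 builds up when IMPase is blocked and the TR-FRET signal falls; plate controls were basal vehicle for no effect and high inhibitor control for full effect; nearly all actives have a fitted effect of over 50% in size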
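Steps: plate 2000 CHO-M1 cells per well and culture 16–30 h; add compound and lithium; incubate 30 min, 37C; add d2-IP1 tracer and Eu cryptate anti-IP1 antibody in lysis buffer; read after 10 min at room temperature.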
GAA inh: qHTS Assay for Inhibitors of Human alpha-Glucosidase as a Potential Chaperone Treatment of Pompe Disease; purified human GAA, 4-MU-alpha-glucoside fluorescence; hit rate 0.005% among 200,000; Lysosomal alpha-glucosidase (Homo sapiens), P10253; Potency, µM (series often up to 76.9 µM), without a hit: at the highest dose activity change, negative = inhibition, usual class: inhibitors;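 note: plate controls were uninhibited enzyme wells for no effect and no-enzyme background for full effect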
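qHTS format, compound range up to 77 uM. Human lysosomal enzyme at 4 nM, 400 uM 4-MU glucoside substrate, pH 5.0, 20 min room temperature; fluorescence after alkaline stop gives activity normalized to controls.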
* hit, by the source's call; ? = inconclusive; · = no result given; [ ] = remark or other dose. Unless noted, calls come from the whole dose curve; as a rule, active = well fitted curve in the direction sought with a large enough effect; inconclusive = small, poorly fitted or top-dose-only effect, or another doubt; inactive = no such curve, though single readings can be large; an effect the other way counts as inactive or inconclusive. Potency is the fitted concentration of half-maximal effect. Only part of the results is shown. The share of hits here may be higher or lower than overall.

SMILES	GAA spleen mod	HTT ATP protect	GAA glycogen	HttQ103 aggreg	GoLoco inh red	IMPase Li cell	GAA inh
O=C(Cc1ccccc1)NNS(=O)(=O)c1ccc([N+](=O)[O-])cc1	-5%	-4%[10 µM]	-11%	-11%	-6%	12%	4%
Cc1nn(-c2ccccc2)c(C)c1S(=O)(=O)O	9%	21%[10 µM]	14%	-5%[9.22 µM]	15%	5%	?
CCCN1CNC(=S)N(Cc2ccccc2)C1	-4%	24%[10 µM]	4%	-10%	7%	-5%	4%
Cc1nc2c(=O)oc3ccccc3c2n1-c1ccccc1	-6%	15%[1.9 µM]	-2%	11%	5%	22%[38.3 µM]	-2%
COc1ccc(COC(=O)NNC(=O)c2ccc(OC)cc2)cc1	-5%	11%[10 µM]	2%	-7%	-4%	2%	2%
CCOC(=O)c1[nH]c2c(c1C)C(=O)CC(c1ccc(F)cc1)C2 (configuration not stated)	-9%	-57%[inhibitor]	3%	-14%	7%	12%[38.3 µM]	3%
O=[N+]([O-])c1ccc2c(c1)oc1ccccc12	2%	-5%	-5%	-17%	-3%	-11%[38.3 µM]	10%
CC1(C)Cc2nc(N)c(C(=O)NCCO)cc2CO1	-2%	-2%	8%	-8%	4%	-9%[38.3 µM]	?
CCc1cc2cc(C(=O)Nc3ccc(F)cc3)sc2s1	-4%	8%[10 µM]	3%	3%	1%	?	-2%
CCOC(=O)N1CCC(N2CCCC(C(=O)c3cccc(OC(C)C)c3)C2)CC1 (configuration not stated)	-5%	-9%[10 µM]	-10%	4%[9.22 µM]	9%	·	·
CCOC(=O)c1c(NC(=O)CSc2nc3cc(Cl)ccc3s2)sc(C(C)=O)c1C	-4%	·	-18%	-17%	23%	-10%	-4%
O=C(CN(C(=O)Cn1nnc(-c2ccc(F)cc2)n1)C1CCCC1)NC1CCCC1	6%	-9%[10 µM]	?	5%	0%	-15%[38.3 µM]	1%
Clc1ccccc1-c1nnc2sc(C3COc4ccccc4O3)nn12 (configuration not stated)	5%	-28%[0.074 µM]	-13%	?	6%	-4%	1%
CCOC(=O)c1c(C)nc2ccccc2c1-c1ccccc1	5%	-23%[10 µM]	-13%	1%	6%	1%	5%
O=C(Cc1ccccc1Cl)NC1(O)C(=O)c2ccccc2C1=O	2%	-11%[10 µM]	4%	-17%[9.22 µM]	2%	·	-11%
COc1ccccc1N1CCN(c2nc3c(C)cccn3c(=O)c2C=O)CC1	-9%	-47%[inhibitor]	-1%	-24%	7%	29%[38.3 µM]	-7%
O=C(Cn1cnc2cc([N+](=O)[O-])ccc2c1=O)NCc1ccc(Cl)cc1	-2%	-12%	11%	4%[9.22 µM]	8%	-7%	5%
O=c1[nH]c2ccccc2nc1C(F)(F)F	10%	7%[10 µM]	15%	-3%[9.22 µM]	11%	·	0%[15.4 µM]
CCOCCCNC(=S)N1CCN(C(=O)C(=O)Nc2ccc(C(=O)OC)cc2)CC1	-2%	-13%[10 µM]	-5%	-11%	-6%	-2%	-10%
CCC(C)NCCCOc1ccc(C)cc1OC (configuration not stated)	1%	-21%	-9%	7%	-7%	2%	-9%
CC1=Nc2cc(C(=O)O)ccc2Sc2c(C)ccc(C)c21	4%	?	10%	-8%	10%	-9%	?
COc1nc(-c2ccccc2)nnc1-c1ccccc1	1%	-2%	-10%	-25%[9.22 µM]	-7%	9%	-5%

Retrieved by structure from the list above (2):
SMILES	GAA spleen mod	HTT ATP protect	GAA glycogen	HttQ103 aggreg	GoLoco inh red	IMPase Li cell	GAA inh
O=C(Cc1ccccc1)NNS(=O)(=O)c1ccc([N+](=O)[O-])cc1	-5%	-4%[10 µM]	-11%	-11%	-6%	12%	4%
O=c1[nH]c2ccccc2nc1C(F)(F)F	10%	7%[10 µM]	15%	-3%[9.22 µM]	11%	·	0%[15.4 µM]

A draw from above in order of molecular weight, largest number first:
SMILES	GAA spleen mod	HTT ATP protect	GAA glycogen	HttQ103 aggreg	GoLoco inh red	IMPase Li cell	GAA inh
CCOC(=O)c1c(NC(=O)CSc2nc3cc(Cl)ccc3s2)sc(C(C)=O)c1C	-4%	·	-18%	-17%	23%	-10%	-4%
CCc1cc2cc(C(=O)Nc3ccc(F)cc3)sc2s1	-4%	8%[10 µM]	3%	3%	1%	?	-2%
CCOC(=O)c1c(C)nc2ccccc2c1-c1ccccc1	5%	-23%[10 µM]	-13%	1%	6%	1%	5%
COc1nc(-c2ccccc2)nnc1-c1ccccc1	1%	-2%	-10%	-25%[9.22 µM]	-7%	9%	-5%
